Assay outcomes as filed in PubChem.
PGC1a acetyl inh = inhibitors of PGC1a acetylation signal, primary screen, cell-based, U2OS, AlphaScreen, inhibitor mode | AlphaScreen anti-acetyl-lysine; with virally co-expressed GCN5 acetyltransferase | actives 0.17% (n = 350,000) | inhibition, % at 15.6 µM;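 active means every replicate shows inhibition of at least 40%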;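 further: 0% = neutral control wells and 100% = positive control wells; some results beyond the cut were filed as inactive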
Statin myotox sup = suppressors of statin myotoxicity in C2C12 myotubes, primary screen, cell-based, single point, plate reader; C2C12 myotubes + simvastatin, ATP luminescence, 48 h; scaled: DMSO 0, geranylgeraniol control 100; rescue of ATP level, % at 7.49 µM; actives 0.78% (n = 330,000);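 active means mean ATP rescue above about 67%, or every replicate alone reaching that limit, limit read from the data, passing the limit was not always enough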;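 further: myotubes were challenged with 10 µM simvastatin during compound exposure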
LGR2 inh = inhibitors of bursicon-induced LGR2 CRE-luciferase signal, primary screen, cell-based, HEK293, CRE-luciferase reporter, bursicon stimulation. Drosophila bursicon receptor LGR2 (rickets). bursicon-stimulated, 4 h. inhibition, % at 9.99 µM. actives 0.35% (n = 380,000);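 active means drop in luminescence signal, shown as inhibition above about 50% in the replicate tests, limit read from the data, passing the limit was not always enough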;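 further: agonist challenge used bursicon conditioned medium at about half maximal strength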
ERAP1 inh = human ERAP1 aminopeptidase inhibitors, primary screen, biochemical, single point, plate reader | Endoplasmic reticulum aminopeptidase 1 (Homo sapiens), Q9NZ08 | recombinant ERAP1, Leu-AMC fluorescence, 60 min | inhibition, % at 10.7 µM | actives 0.15% (n = 340,000) | AID 652197, 2013;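 active means mean replicate inhibition of at least 30%, or all replicates individually reaching that 30% level; inactive means mean below 30% and not every replicate reaching it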;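 further: 0% = neutral control wells and 100% = L-leucinethiol positive control wells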
Xi reactivation = activators of inactive X chromosome reactivation, primary screen, imaging, XiGFP fibroblasts, GFP high-content imaging, set 2. XiGFP mouse fibroblasts, % GFP-positive cells imaging, 3 d; cells co-treated with 5-aza-dC sensitizer; scaled so ellipticine positive control = 100%. activation, % at 7.58 µM. actives 0.055% (n = 360,000);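 active means mean normalized replicate activation at least 10% and every replicate at or above 10%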;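 further: 0% = median of on-plate neutral control wells and 100% = ellipticine 6 µM median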
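material = 68-5-11 XiGFP fibroblast line | medium = DMEM plus 5-aza-dC sensitizer | schedule = 3 days compound exposure | benchmarks = positive control ellipticine, 6 µM final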
Cneo AK release = Cryptococcus neoformans cell lysis inducers, primary screen, AK release luminescence, single concentration. lysis activity, % at 15 µM. actives 0.2% (n = 360,000). C. neoformans lysis, adenylate kinase release luminescence, 4 h; normalised: neutral wells 0, clomiphene wells 100. AID 651654, 2012;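 active means mean lysis activity across replicates of at least 80%, whatever share of replicates individually reach that level; inactive means mean lysis activity below 80%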
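Material – log-phase Cryptococcus neoformans yeast cells · Input – 5 × 10^6 yeast cells/mL · Medium – fresh YPD growth medium · Doses – single compound concentration per well · Timing – static 4 h at 37 °C with compound, 1 h detection · Detection – adenylate kinase release luminescence · Read-out – signal increase indicating cell lysis · Control set – Clomiphene as positive lysis control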
S100A4 MyoIIA = inhibitors of S100A4-myosin IIA peptide binding, primary screen, biochemical, fluorescence polarization, TAMRA-MyoIIA peptide; Protein S100-A4 (Homo sapiens), P26447; inhibition, % at 10.7 µM; actives 0.14% (n = 360,000);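 active means mean inhibition of at least 70% across replicates, with every replicate also reaching that level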
Target sequence (P26447 whole entry, looked up): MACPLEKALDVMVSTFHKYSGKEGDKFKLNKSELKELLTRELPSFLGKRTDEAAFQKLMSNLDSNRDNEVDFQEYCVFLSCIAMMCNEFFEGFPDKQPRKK
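Material: S100A4 monomer protein / Buffer or medium: 50 mM HEPES pH 7.2, 10 mM CaCl2, 100 mM KCl / Times: 5 min incubation before reading / Benchmarks: neutral control DMSO, positive control TFP / Reagent: labelled myosin peptide probe, 5 nM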
SIRT5 inh = SIRT5 desuccinylase inhibitors, primary screen, biochemical, fluorescence imaging, single point, set 5; Purified SirT5, succinyl-peptide AMC, trypsin-coupled fluorescence; inhibition, % at 15 µM; actives 1.1% (n = 330,000); AID 652115, 2013; in the data active means inhibition above about 15%
Target sequence (Q9NXA8 whole entry, looked up): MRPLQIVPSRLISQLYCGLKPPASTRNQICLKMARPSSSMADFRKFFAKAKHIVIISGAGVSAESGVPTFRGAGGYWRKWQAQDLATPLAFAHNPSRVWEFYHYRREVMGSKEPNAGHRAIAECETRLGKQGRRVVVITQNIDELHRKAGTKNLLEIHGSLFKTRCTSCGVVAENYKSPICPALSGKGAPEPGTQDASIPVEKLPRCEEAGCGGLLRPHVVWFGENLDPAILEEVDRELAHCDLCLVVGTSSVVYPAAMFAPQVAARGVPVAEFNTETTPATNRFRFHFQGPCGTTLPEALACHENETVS
The depositor's hits bear a star; . = no result given; & = joins results of further samples.

nr	Structure	SIRT5 inh	ERAP1 inh	S100A4 MyoIIA	PGC1a acetyl inh
1	CCOc1ccccc1NC(=O)c1cc(S(=O)(=O)NCc2ccco2)ccc1F	-5	2	-11	-7
2	COc1cccc(OC)c1OCCN1CCC(C(=O)NC(c2ccccc2)c2ncccc2C)CC1 (stereo unspecified)	.	-4	-3	.
3	C[C@@H]1CN([C@H](C)CO)C(=O)Cc2cc(NS(=O)(=O)c3cn(C)cn3)ccc2O[C@@H]1CN(C)Cc1ccc(Oc2ccccc2)cc1	3	1	2	-1
4	O=C(OCc1nnc(-c2cccs2)o1)c1cccnc1Cl	-3	-1	-6	10
5	C=C(C)C1CC=C(C)/C(=N/NC(=O)COc2ccc(Cl)cc2)C1 (stereo unspecified)	-10	-2	-4	2
6	COc1ccc(NC(=S)NCCc2ccccc2)c(OC)c1	2	3	4	-12
7	COC(=O)c1cc(C#N)c(OC(C)C)nc1C	2	0	-3	.
8	C[C@H](CO)N1C[C@H](C)[C@@H](CN(C)Cc2ccc(C(F)(F)F)cc2)OCCCC[C@H](C)Oc2ccc(NS(=O)(=O)c3ccc(F)cc3)cc2C1=O	20*	0	1	18
9	Cc1cccc(OCCOC(=O)c2c(-c3ccccc3)noc2C)c1	0	-1	2	.
10	CCOC(=O)C1=C(C)N(CCCCCC(=O)O)C(=O)NC1c1ccccc1Cl (stereo unspecified)	.	3	0	6
11	COc1cccc(N2CCN(C(=O)c3cccc(N4C(=O)NC5CC4(C)Oc4c(OC)cccc45)c3)CC2)c1 (stereo unspecified)	-4	7	1	-1
12	Cc1csc(NC(=O)CCCC(=O)O)c1-c1nc2ccccc2s1	2	-9	1	-23

nr	Xi reactivation	Cneo AK release	LGR2 inh	Statin myotox sup
1	0.0	2	18	7
2	-0.1	2	11	-2
3	-1.1	2	3	18
4	-0.1	-1	-19	5
5	0.0	-1	-4	1
6	.	7	2	-27
7	0.1	.	.	.
8	0.6	2	-13	.
9	0.0	5	12	-5
10	0.0	-1	.	105*
11	0.0	0	10	3
12	-0.1	.	.	.

Next part
nr	Structure	SIRT5 inh	ERAP1 inh	S100A4 MyoIIA	PGC1a acetyl inh
13	CCC1CCCCN1C(=O)CSc1nnc(N)s1 (stereo unspecified)	1	-2	-4	-5
14	O=C1CCc2cc(S(=O)(=O)NCCC(=O)NC3CCCCC3)ccc2N1	1	-2	-1	-4
15	COc1ccc(OC)c(NC(=O)c2nnn(CCc3ccccc3)c2N)c1	.	.	-16	.
16	CC(=O)N(C)C[C@H]1[C@H](c2ccc(-c3cccc(C#N)c3)cc2)[C@@H](CO)N1C(C)=O	-3	.	.	1
17	Cc1cc(N2CCN(C(=O)Nc3ccccc3C#N)CC2)c2ccccc2n1	-3	0	-7	.
18	O=[N+]([O-])c1ccc(NCc2ccccc2)nc1	0	3	3	.
19	C[C@H]1CN([C@@H](C)CO)S(=O)(=O)c2ccc(Br)cc2O[C@H]1CN(C)Cc1ccccc1	-1&0&-5	-4&3&1	5&-9&1	-24&-26&-47
20	CC(C)(C)OC(=O)COc1ccc(/C=N/NC(=O)CN2CCCCC2)cc1	0	0	6	1
21	Fc1ccccc1CN1CCCN(C(=S)Nc2cccc(Cl)c2)C1	0	.	0	-8
22	COc1ccccc1N(CC(O)CN(c1ccccc1)S(C)(=O)=O)S(=O)(=O)c1ccccc1 (stereo unspecified)	.	.	.	-4
23	Cc1ccc(C2=NN(C(=O)CNCCO)C(c3cccs3)C2)cc1 (stereo unspecified)	1	-4	-4	-5
24	FC(F)Oc1ccc(NC(=S)N2CCN(Cc3ccccc3)CC2)cc1	-8	-1	-1	4

nr	Xi reactivation	Cneo AK release	LGR2 inh	Statin myotox sup
13	3.2	.	-1	.
14	0.1	3	-5	3
15	0.3	-2	-10	-18
16	0.2	1	0	0
17	0.0	0	6	-5
18	0.6	.	-18	.
19	0.2	0&3&1	17&-40	3&6&62
20	0.0	1	-42	1
21	0.5	3	-9	-10
22	.	-16	-1	-13
23	0.0	-1	-47	6
24	0.2	.	17	.

Four entries drawn at random from those above, as already listed:
nr	Structure	SIRT5 inh	ERAP1 inh	S100A4 MyoIIA	PGC1a acetyl inh
14	O=C1CCc2cc(S(=O)(=O)NCCC(=O)NC3CCCCC3)ccc2N1	1	-2	-1	-4
22	COc1ccccc1N(CC(O)CN(c1ccccc1)S(C)(=O)=O)S(=O)(=O)c1ccccc1 (stereo unspecified)	.	.	.	-4
16	CC(=O)N(C)C[C@H]1[C@H](c2ccc(-c3cccc(C#N)c3)cc2)[C@@H](CO)N1C(C)=O	-3	.	.	1
19	C[C@H]1CN([C@@H](C)CO)S(=O)(=O)c2ccc(Br)cc2O[C@H]1CN(C)Cc1ccccc1	-1&0&-5	-4&3&1	5&-9&1	-24&-26&-47

nr	Xi reactivation	Cneo AK release	LGR2 inh	Statin myotox sup
14	0.1	3	-5	3
22	.	-16	-1	-13
16	0.2	1	0	0
19	0.2	0&3&1	17&-40	3&6&62

Complete entries from above. Order of screens: SIRT5 inh, ERAP1 inh, S100A4 MyoIIA, PGC1a acetyl inh, Xi reactivation, Cneo AK release, LGR2 inh, Statin myotox sup
Profile of Cc1ccc(C2=NN(C(=O)CNCCO)C(c3cccs3)C2)cc1 (stereo unspecified) = 1, -4, -4, -5, 0.0, -1, -47, 6
Profile of CCC1CCCCN1C(=O)CSc1nnc(N)s1 (stereo unspecified) = 1, -2, -4, -5, 3.2, ., -1, .
Profile of O=[N+]([O-])c1ccc(NCc2ccccc2)nc1 = 0, 3, 3, ., 0.6, ., -18, .
Profile of COc1ccc(OC)c(NC(=O)c2nnn(CCc3ccccc3)c2N)c1 = ., ., -16, ., 0.3, -2, -10, -18

Continuation.
nr	Structure	SIRT5 inh	ERAP1 inh	S100A4 MyoIIA	PGC1a acetyl inh
25	CCc1cc2c(=O)n3c(nc2s1)-c1[nH]c2ccc(OC)cc2c1CC3	-4	-1	1	.
26	CCN(CC)S(=O)(=O)c1ccc(N2Cc3ccccc3C2=N)cc1	-1	.	-1	-4
27	CCCCCC(=O)N1C[C@H](n2cc(C3CC3)nn2)[C@@H](O)C[C@@H]1c1ccc(Cl)cc1	-1	-1	8	-1
28	COc1ccccc1C#Cc1ccc2c(c1)O[C@@H](CN(C)Cc1ccncc1)[C@@H](C)CN([C@H](C)CO)S2(=O)=O	-5	6	-2	6
29	C[C@H](CO)N1C[C@H](C)[C@H](CN(C)Cc2ccc3c(c2)OCO3)Oc2ccc(NC(=O)C3CC3)cc2C1=O	-4	1	-49	6
30	NC(=O)c1cc(-c2ccccc2)nc2ccc(Br)cc12	-3	3	-7	4
31	CCOC(=O)/C=C/C(=O)Nc1cc(S(=O)(=O)Nc2ccc(OC)cc2)ccc1N1CCOCC1	1	-1	-1	.
32	CC(=O)Nc1ccc(S(=O)(=O)NC(C)c2nc(-c3ccccc3)no2)cc1 (stereo unspecified)	4	-4	-2	22
33	O=C(CCNS(=O)(=O)c1ccccc1F)N1CCN(C(c2ccccc2)c2ccccc2)CC1	2	2	-2	-4
34	O=C(O)C[C@H]1C[C@H]2c3cc(NC(=O)Nc4ccccc4)ccc3O[C@H]2[C@H](CO)O1	-3	0	-1	14
35	CCCCOc1ccc(C(=O)OCC(=O)c2c(N)n(C)c(=O)n(C)c2=O)cc1	0	2	-1	-3
36	CCOC(=O)C(=NCCCN1CCOCC1)NNc1cccc(C(F)(F)F)c1	-4	0	-3	-5

nr	Xi reactivation	Cneo AK release	LGR2 inh	Statin myotox sup
25	0.2	.	-28	.
26	-0.2	0	-1	-3
27	0.1	3	-9	10
28	0.5	2	10	-24
29	-1.3	-3	-3	-8
30	0.0	1	.	.
31	-0.1	-1	-5	4
32	0.0	0	-3	4
33	0.1	-2	8	64
34	0.5	-4	-6	-2
35	0.0	-2	-5	-2
36	0.0	2	-10	3

The results go on.
nr	Structure	SIRT5 inh	ERAP1 inh	S100A4 MyoIIA	PGC1a acetyl inh
37	CCC(=O)N1[C@@H](CO)[C@@H]2c3ccccc3N(C(=O)c3ccccc3F)C[C@@H]21	-1	2	-23	2
38	Cc1ccc(-c2csc(NC(=O)Cn3[nH]c(=O)c4ccccc4c3=O)n2)cc1	112*	1	1	.
39	CCCCCCC(CC(=O)NCc1cccnc1)CC(=O)NCc1cccnc1	.	-6	4	-4
40	Cc1ccc2c(C(=O)CN3CC(C)CC(C)C3)c(C)[nH]c2c1 (stereo unspecified)	2	1	3	6
41	Cc1nnc(SCC2=C(C(=O)O)N3C(=O)C(NC(=O)c4cccc(F)c4F)C3SC2)s1 (stereo unspecified)	7	0	-5	7
42	CCCOC(=O)C1C2C=CC3(CN(c4ccc(Cl)c(F)c4)C(=O)C13)O2 (stereo unspecified)	-8	2	-2	7
43	COCC#Cc1ccc2c(c1)O[C@@H](CN(C)C(C)=O)[C@@H](C)CN([C@H](C)CO)S2(=O)=O	-2	-2	25	-2
44	O=C(NCc1ccccc1)c1cc(C2CCCCN2S(=O)(=O)Cc2ccccc2)on1 (stereo unspecified)	-2	0	0	.
45	COCCNC(=O)[C@@H]1[C@@H](CO)[C@@H]2Cn3c(ccc(-c4ccc(OC)cc4)c3=O)[C@H]1N2C(=O)NC(C)C	-83	0	11	7
46	Cc1ccc(S(=O)(=O)N2CCN(C(=O)COC(=O)C3(C)CC3(Cl)Cl)CC2)c(C)c1 (stereo unspecified)	1	-2	12	2
47	CCCCCNC(=O)c1ccc2c(=O)n(CCCN3CCCC3=O)c(=S)[nH]c2c1	1	-4	0	-7
48	CCCNC(=O)N1[C@@H]2CN(C(=O)NC(C)C)c3ccccc3[C@@H]2[C@@H]1CO	-2	2	-5	6

nr	Xi reactivation	Cneo AK release	LGR2 inh	Statin myotox sup
37	0.4	-2	4	-4
38	1.3	.	1	.
39	0.3	3	-5	-1
40	0.1	4	-7	1
41	0.0	.	20	.
42	0.0	0	9	9
43	-0.4	8	16	.
44	0.0	0	6	20
45	0.0	-1	-17	8
46	0.2	0	-3	6
47	0.1	.	8	7
48	0.1	-3	3	-9

Next entries:
nr	Structure	SIRT5 inh	ERAP1 inh	S100A4 MyoIIA	PGC1a acetyl inh
49	C=C1CCN([C@@H](CC(C)C)C(=O)NCc2ccccc2)S(=O)(=O)c2ccccc21	-17	-1	1	-5
50	CO[C@H]1CN(C)C(=O)c2cc(NC(=O)c3nc4ccccc4s3)ccc2OC[C@@H](C)N(Cc2ccncc2)C[C@H]1C	6	0	17	.
51	O=C(NCCCN1CCOCC1)c1sc2cc(F)ccc2c1Cl	-4	-3	-5	-21
52	Cc1cccc(NC(=S)NNC(=O)c2cc3c(s2)CCC(C)C3)c1C (stereo unspecified)	-1	-1	1	.
53	O=C(Cn1cnc2c(cnn2-c2ccccc2)c1=O)Nc1ccc(S(=O)(=O)N2CCOCC2)cc1	.	.	.	-3

nr	Xi reactivation	Cneo AK release	LGR2 inh	Statin myotox sup
49	0.1	0	4	22
50	0.5	-7	12	17
51	0.1	4	-13	9
52	0.0	0	23	.
53	-0.1	0	-38	5

An excerpt (hit frequency here may not be typical).
